# Bioassay records (PubChem BioAssay)
# hcDAF-12 act: activators of H. contortus DAF-12 nuclear receptor; AID 652067; 370,000 tested, 1.4% active; HEK293 hcDAF-12 lit1-tk-luc reporter, luminescence; 0% DMSO, 100% Δ7-dafachronic acid; activation, % at 6.8 µM;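 active = activation above the mean of all tested compounds plus 3 SD, cut at about 5.5% in these data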;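 also: 100% = response to 3 µM Δ7-dafachronic acid high control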
# ssDAF12 agonist: S. stercoralis DAF-12 activation, primary screen. activation, % at 6.8 µM. 370,000 tested, 1% active. HEK293 ssDAF-12/GRIP1 lit1-tk-luc reporter, luminescence; % of 3 µM dafachronic acid response;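 active = activation above the mean over all tested compounds plus 3 SD, cut at about 0.9% in these data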;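 also: 0% = DMSO-only wells and 100% = 3 µM delta7-dafachronic acid wells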
# NPR1 activator: GC-A (human) enzyme activation. P16066. HEK293 GC-A cells, cGMP TR-FRET, EC30 ANP; 0% at EC30 ANP, 100% saturating ANP. activation, % at 10 µM. 370,000 tested, 0.14% active. AID 1671463; in the data active = activation above about 40%
# GAA850 FXN act: frataxin GAA850 promoter activation | HEK293 lucGAA850 FXN promoter luciferase reporter, 24 h; percent of 10 µM SAHA response | activation, % at 6 µM | 360,000 tested, 0.56% active | AID 540364;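 active = activation above the average of all compounds screened plus 3 SD, cutoff fixed separately per campaign, cut at about 7.5% in these data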;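 also: 0% = DMSO wells and 100% = 10 µM SAHA wells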
# SMARCA2 act: increases SMARCA2 function in MMTV reporter cells; MG213 cells, MMTV-luciferase reporter, dexamethasone, overnight; activation, % at 9.1 µM; 370,000 tested, 1% active; AID 652017; in the data active = activation above about 7.8%;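 also: 0% = vehicle wells and 100% = reference activator wells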
# HGIII-sPLA2 inh: Inhibits HGIII-sPLA2 liposome hydrolysis, primary screen; 370,000 tested, 0.56% active; AID 743126; QFRET BODIPY PC-A2 liposome hydrolysis, fluorescence; inhibition, % at 12.2 µM;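 active = inhibition above mean plus 3 SD of compounds lying within the high and low control bounds, cut at about 19% in these data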;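 also: 0% = median of test compound wells and 100% = no enzyme DMSO wells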
# Target sequence (Q9NZ20 whole entry, looked up): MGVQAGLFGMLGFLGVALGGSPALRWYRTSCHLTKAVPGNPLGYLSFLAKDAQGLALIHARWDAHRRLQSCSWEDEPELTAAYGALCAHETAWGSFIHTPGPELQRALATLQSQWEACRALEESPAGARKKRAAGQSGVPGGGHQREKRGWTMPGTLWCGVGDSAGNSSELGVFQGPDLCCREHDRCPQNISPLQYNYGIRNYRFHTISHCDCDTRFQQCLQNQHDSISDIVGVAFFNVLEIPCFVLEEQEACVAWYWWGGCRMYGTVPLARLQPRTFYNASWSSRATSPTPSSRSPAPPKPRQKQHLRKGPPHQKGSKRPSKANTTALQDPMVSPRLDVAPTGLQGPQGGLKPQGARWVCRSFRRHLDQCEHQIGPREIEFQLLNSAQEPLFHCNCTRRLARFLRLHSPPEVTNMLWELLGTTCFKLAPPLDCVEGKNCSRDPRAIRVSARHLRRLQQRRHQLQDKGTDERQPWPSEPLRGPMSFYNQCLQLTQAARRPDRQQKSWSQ
# ADAM10 inh: inhibitors of human ADAM10; 370,000 tested, 0.62% active; AID 720582; O14672; recombinant ADAM10, EDANS/DABCYL FRET peptide cleavage, 3 h; inhibition, % at 7 µM;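 active = inhibition above a per-campaign cutoff equal to the mean of compounds falling between control-based bounds plus 3 SD, cut at about 20% in these data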;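 also: 0% = DMSO wells while the 100% control is not disclosed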
# GC-B act: GC-B (human) receptor activation | P20594 | HEK293-GC-B cells, CNP EC30, cGMP TR-FRET; 0% at EC30 CNP, 100% saturating CNP | activation, % at 10 µM | 370,000 tested, 0.11% active;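 active = activation at 10 µM reaching about 35% in either raw or pattern-adjusted values, limit read from the data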
# DAX1 inh-1: inhibitors of human orphan nuclear receptor DAX1 (NR0B1); AID 504766; inhibition, % at 6.75 µM; HEK293 Gal4-DAX1 luciferase reporter, luminescence; 340,000 tested, 0.99% active; P51843;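 active = inhibition above the mean over all tested compounds plus 3 SD, cut at about 4.2% in these data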;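 also: 0% = DAX1-transfected cells with DMSO and 100% = empty-vector control cells with DMSO; inhibition shows as a rise in luminescence from relieved DAX1 repression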
# Target sequence (P51843 207-470 limits assumed): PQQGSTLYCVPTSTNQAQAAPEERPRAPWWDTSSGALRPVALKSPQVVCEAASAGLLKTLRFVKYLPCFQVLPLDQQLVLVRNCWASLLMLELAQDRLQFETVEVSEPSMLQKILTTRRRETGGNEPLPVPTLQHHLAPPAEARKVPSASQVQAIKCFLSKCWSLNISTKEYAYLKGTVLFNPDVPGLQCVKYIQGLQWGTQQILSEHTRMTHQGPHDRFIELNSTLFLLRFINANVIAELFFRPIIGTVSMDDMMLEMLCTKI
# DAX1 inh-2: blocks DAX1 repression of SF-1 activated StAR promoter; 370,000 tested, 1.1% active; HEK293T StAR-luciferase reporter, SF-1/DAX-1 repression relief; inhibition, % at 6.8 µM; AID 652010;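 active = inhibition above the mean over all tested compounds plus 3 SD, cut at about 3.6% in these data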;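 also: 0% = DAX-1 cells with DMSO and 100% = cells lacking DAX-1 with DMSO; higher inhibition means more luminescence from relief of DAX-1 repression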
# hgDAF-12 ag: activates the H. glycines DAF-12 receptor ligand-binding domain. activation, % at 6.8 µM. HEK293 GAL4-hgDAF12 UAS-luciferase reporter, agonist luminescence; normalized to butyrate control. 370,000 tested, 1.8% active. AID 687014;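 active = activation above a cutoff set at the mean of all screened compounds plus 3 SD, cut at about 10% in these data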;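 also: 0% = DMSO wells and 100% = sodium butyrate wells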
# * marks the source's active call; other numbers are inactive results; i = inactive; x = no result given. Rows are unselected. Share with any hit: about 6.6%.
Compound	hcDAF-12 act	ssDAF12 agonist	NPR1 activator	GAA850 FXN act	SMARCA2 act	HGIII-sPLA2 inh	ADAM10 inh	GC-B act	DAX1 inh-1	DAX1 inh-2	hgDAF-12 ag
Cc1ccc(-c2nnc(N(C)C(=O)C3CCCO3)s2)cn1 (stereo unspecified)	0.2	-0.6	3	-0.9	0	0	-10	3	0.7	-0.5	5.4
O=C(CSCc1c(Cl)cccc1Cl)Nc1ccccc1-c1ccccc1	0.1	-1.1	-8	1.7	2	0	2	0	0.9	0.3	0.3
Cc1cccc(C(=O)Nc2nc3ccc(S(C)(=O)=O)cc3s2)c1	0.6	0.0	-4	5.3	1	-5	-3	7	2.7	0.5	8.6
CC(C)(C)OC(=O)N1CCC(CNC(=O)c2cccs2)CC1	1.3	-1.8	3	0.0	-1	-7	0	-1	x	-0.5	0.7
COc1ccc(-c2cnc3cccnn23)cn1	0.8	-0.7	2	2.0	-1	8	i	5	x	2.3	0.7
CCOC(=O)N1CCN(C(=O)c2nc3ccccc3s2)CC1	2.0	-0.8	-4	3.8	4	-6	7	0	0.1	1.7	4.8
COc1cccc(C(=O)NNC(=O)c2ccc3ccccc3c2O)c1	4.2	1.6*	1	1.8	-2	25*	-20	1	-0.8	0.3	4.2
O=C(Cn1ccccc1=O)NCc1ccc(F)cc1	-0.2	-0.7	1	0.0	-5	-1	1	2	0.1	0.1	2.8
COc1ccc(/C=N/N2C(=O)CSC2=S)cc1Br	-0.6	-0.5	0	2.4	1	1	0	-1	0.4	-0.5	0.8
O=C(Nc1ccc(-n2cccn2)cc1)C1CCN(Cc2ccsc2)CC1	1.4	-0.8	0	2.3	0	-5	-4	-1	0.7	0.8	1.1
COc1ccccc1NC(=O)CN1CCN(c2ccccn2)CC1	-2.8	-1.9	-2	1.3	2	-2	0	4	-1.2	0.6	-2.1
FC(F)(F)c1nc(NCc2ccccc2)c2nnn(Cc3ccccc3)c2n1	-2.6	-1.6	1	1.4	-3	5	-7	2	-0.8	0.0	-2.9
CCCSc1nnc(-c2c[nH]c3ccccc23)n1CC	-0.5	-1.4	-2	-1.0	0	3	-7	2	-1.0	-0.4	-1.0
NC(=O)C1CC(=O)N(c2ccc(OCC(=O)Nc3ccc(F)cc3)cc2)C1 (stereo unspecified)	-0.1	-1.3	-2	1.7	-1	15	-4	-8	0.5	1.6	0.4
CCCC1NC(=O)c2cccnc2-n2c1nc1cc(C)cc(C)c1c2=O (stereo unspecified)	-2.0	-1.2	-2	1.1	2	5	-2	-1	-0.2	-0.8	-1.3
Cc1cccc(/C=N\NC(=O)c2csnn2)c1	4.9	0.3	-5	5.2	5	0	-10	-1	1.4	1.8	9.3
COC(=O)[C@]12CCCCC=C1N(Cc1cccc3ccccc13)C(=O)[C@H](CC(=O)NCCCCc1ccccc1)C2	-1.1	-0.2	-5	x	2	2	-3	2	x	0.8	-0.5
O=C(COC(=O)CNS(=O)(=O)c1c(F)cccc1F)NC(=O)NC1CCCCC1	-0.6	-0.9	0	0.8	-3	11	-14	7	1.1	-1.0	-0.8
Cc1cccc(C)c1N1CCN(S(=O)(=O)N(C)C)CC1	-0.5	-1.3	-6	0.3	-5	-1	-15	2	0.5	-0.1	-1.9
O=C(O)c1ccccc1O	0.6	-1.3	-2	-1.5	0	-1	-8	5	0.2	-0.1	-2.1
Cc1cc(C)cc(Nc2nc3c(S(=O)(=O)c4ccccc4)nnn3c3ccccc23)c1	-1.5	-1.4	26	0.4	-3	1	-1	19	1.6	0.1	-2.4
O=C(CSC(=S)N1CCCC1)Nc1cc2c(cc1Br)OCCO2	-0.8	-1.3	-4	1.1	0	11	4	3	0.7	-1.5	1.3
COc1ccc(/C=C(\C#N)C(=O)NCc2cccs2)cc1OC	-2.0	-1.6	9	2.0	-2	-8	-21	-1	0.0	0.1	-0.9
O=C(NCCCN1CCOCC1)c1ccc(Sc2ccccc2Cl)c([N+](=O)[O-])c1	-0.4	-1.0	14	4.1	0	-14	2	-3	-0.8	-0.1	-2.0
Cc1ccc(S(=O)(=O)CCC(=O)OCC(=O)N(C)c2ccccc2)cc1	-0.7	-0.1	0	-0.5	-2	4	1	0	2.5	-1.7	-1.9
COc1ccccc1C(c1nnnn1CC1CCCO1)N1CCC(C(N)=O)CC1 (stereo unspecified)	-0.5	-1.2	6	0.8	-4	-2	-8	-1	0.2	-0.1	-0.7
Cn1nc(-c2ccc(Cl)cc2)c2cc(C(=O)N3CCN(c4ccccc4)CC3)sc21	5.7*	0.1	x	0.8	-1	5	-29	x	-0.3	-0.3	2.0
CC(=O)Nc1ccc(S(=O)(=O)NCC(=O)OCC(=O)c2ccc[nH]2)cc1	-1.8	-0.2	1	1.8	-3	13	-19	5	-0.3	0.3	-0.2
CCN(CC(=O)Nc1c(F)cccc1F)C(=O)CCCOc1ccc(OC)cc1	-0.8	-1.1	2	-0.3	2	-7	3	-2	1.1	-2.8	1.1
COc1ccc(-c2csc3nc(-c4ccccc4)oc(=O)c23)cc1OC	0.2	-1.1	40	1.2	-4	-2	2	11	0.5	0.3	-2.7
Cc1ccc(NS(=O)(=O)c2ccc(CCC(=O)NCc3ccccn3)cc2)cc1	-1.1	-1.9	-6	-1.1	2	-4	-5	3	0.9	-0.3	3.9
COc1ccc(NC(=O)N(C)C[C@@H]2OCc3cnnn3CCCC(=O)N([C@@H](C)CO)C[C@H]2C)c(OC)c1	-1.9	-1.0	2	1.2	-1	4	1	5	0.7	-0.2	-2.5
Cc1ccc(S(=O)(=O)N2CCN(C(=O)CSc3nnnn3C)C2)cc1	-0.3	-1.2	4	-1.0	-1	-7	0	4	-0.2	-0.3	1.8
COc1ccccc1CCNC(=O)C(=O)NCC1OCCN1S(=O)(=O)c1ccc2c(c1)OCCO2 (stereo unspecified)	-4.1	-1.7	3	0.6	-2	-11	-4	-2	-0.5	-4.8	-4.6
COc1cccc(CN(C)C(=O)CCC(=O)c2cc(Br)ccc2OC)c1	1.5	-0.3	-7	-0.9	-2	-6	-8	-4	-0.7	-1.3	-0.2
CN(CCc1ccccn1)C(=O)c1ccc(Sc2ccccc2Cl)c([N+](=O)[O-])c1	-3.8	-1.4	-4	x	-4	7	-5	2	x	-1.1	-1.1
CC(=O)Nc1ccc(S(=O)(=O)Nc2ccccn2)cc1	-1.2	-0.3	-1	0.3	0	-1	-10	1	-0.3	0.5	1.1
Cc1ccc(S(=O)(=O)OCC(=O)Nc2ccc(C(=O)O)c(O)c2)cc1	2.3	-0.3	3	-0.1	1	-3	-12	3	0.7	0.8	1.8
CCOc1cccc(-c2csc(C3COc4ccccc4O3)n2)c1 (stereo unspecified)	3.0	-1.0	3	1.1	1	-1	1	-1	0.8	0.6	1.6
COc1ccc(S(=O)(=O)Cc2ccc(C(=O)NC3CCC(C)CC3)o2)cc1 (stereo unspecified)	3.0	-1.1	2	1.2	-2	-2	-2	1	0.5	0.0	0.8
C=CCSc1nnc(-c2ccccc2NC(C)=O)c(=O)[nH]1	-1.2	-0.9	2	1.0	-1	2	1	2	-0.3	0.2	-1.5
COc1ccc(-c2cc3c(c4c2ccn4C)C2CCC3C2)cn1 (stereo unspecified)	-3.5	-1.2	3	x	-3	17	-46	-3	x	-2.7	-5.3
CCCCN(C(=O)c1ccc(N2C(=O)c3ccccc3C2=O)cc1)c1c(N)n(CC(C)C)c(=O)[nH]c1=O	1.5	-0.4	2	1.6	-1	3	-8	-3	1.1	0.6	3.8
Cc1ccc(C(=O)Nc2nn(C)c3cccc(F)c23)cc1	-2.1	-1.0	-3	4.3	4	-1	-5	0	x	1.0	3.0
O=C1NC[C@H](CCCCN2CCN(CCC3CCCCC3)C(=O)C2=O)N(CC2CCCCC2)C1=O	-0.9	-0.2	5	x	-3	5	-13	-1	x	-1.0	1.5
COc1ccccc1OCC(=O)NCC(C)NC(=O)COc1ccccc1OC (stereo unspecified)	0.9	-0.6	-5	-1.1	1	3	-11	2	-2.0	0.9	-1.0
Cc1ccccc1NC(=S)NCc1ccc(F)cc1	-1.7	-1.0	1	2.2	3	13	4	1	-1.6	-0.2	0.9
Cc1ccc(NC2c3ncccc3C(=O)N2Cc2cccs2)cc1C (stereo unspecified)	1.6	-2.2	-11	4.3	0	-3	-7	-7	-0.2	-0.4	1.3
O=C(Nc1ccc(Cl)cc1)Nc1ccccn1	3.6	-0.1	1	4.9	1	3	0	-6	4.0	1.4	12*
CSc1ccccc1NC(=O)C1=CC(c2ccc(C)cc2)=NS(=O)(=O)N1C	1.8	-0.8	1	-0.9	-5	-8	-5	2	-0.6	-1.2	2.6
Cc1nc(/N=C(\N)NC(=O)N2c3ccccc3Sc3ccccc32)nc2ccccc12	-1.4	-0.1	6	-0.3	-2	10	-2	5	0.9	-0.6	-0.2
COc1ccccc1-c1cc(N)n[nH]1	0.4	-0.7	1	1.5	-1	-1	6	-1	1.7	-0.3	2.4
O=C(N/C(=C/c1ccc(Br)cc1)C(=O)N1CCOCC1)c1ccc(Br)o1	-0.7	-1.2	-15	1.9	-1	5	2	-7	0.7	-0.4	-1.4
COc1ccc(/C=N/c2oc(-c3ccccc3)cc2C#N)cc1OC	-0.9	-0.8	11	-0.8	0	5	-63	0	1.9	-0.9	-0.1
COc1ccc(CNC(=O)C2CCN(S(=O)(=O)c3ccc4c(c3)NC(=O)C(C)S4)CC2)cc1 (stereo unspecified)	-1.9	-0.7	-3	-2.7	-4	-16	-7	5	-0.7	-0.6	-2.3
O=C/C(=C\Nc1ccccn1)c1nc2ccccc2o1	5.8*	-0.1	4	-2.3	2	-1	-40	0	0.9	-0.1	2.5
CCOC(=O)CNc1cccc(C(F)(F)F)c1	0.5	-0.8	-6	1.1	2	1	-2	-4	-1.4	-1.1	-0.8
CCCCCCCCNCCS(=O)(=O)NC1CCCCC1	-2.7	-0.7	0	1.1	2	-3	5	-3	-0.1	-0.5	-1.1
COc1ccc(Br)cc1C(=O)O	-1.7	-1.1	5	-1.7	3	-3	5	2	4.2	0.0	-1.2
Cc1cc(-n2c(SCC(=O)NCc3cccs3)nc3n[nH]c(C)c3c2=N)ccc1Cl	-1.0	-1.1	-19	-8.2	-4	2	8	-17	-2.1	-0.2	-1.6
